High-throughput results (PubChem)
Platelet DG rel: modulates dense granule release in human platelets; inhibition, %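 (compounds screened at 7.5 µM in platelet-rich plasma)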; AID 1663; human platelet-rich plasma, SFLLRN dense granule ATP release, luminescence; 300,000 compounds, 0.22% hits;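 active = mean replicate score, as percent of positive control, at or above 50; inconclusive = mean below 50 but at least one replicate at or above 50; inactive = mean and every replicate below 50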
AI-2 QS modul: modulators of Vibrio harveyi AI-2 quorum sensing system; Vibrio harveyi JMH597 AI-2 luminescence/OD600 ratio, 9 h; active compounds read low; strain lacks LuxN and CqsS sensors; 0 = neutral-control median; activity change, % at 7.5 µM; 300,000 compounds, 0.4% hits; AID 2094; in the data active = activity change below about -75%, passing the limit was not always enough; inconclusive = no clear call, values can overlap the other calls;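 note: luminescence divided by OD600 gain over 9 h not by final OD600 alone; inactives centre near 13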
HSP90 inh: HSP90 refolding inhibition in rabbit reticulocyte lysate; luciferase refolding luminescence, 3 h; 290,000 compounds, 0.91% hits; inhibition, % at 5.6 µM; AID 1789;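 active = inhibition above the screen-wide mean plus 3 SD, computed separately per campaign, cut at about 16% in these data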;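 note: 0% = DMSO wells and 100% = 60 µM geldanamycin wells; inhibitors lower the luminescence because luciferase stays unfolded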
HSF-1 act: increases HSF-1 driven luciferase reporter signal | NIH3T3-HGL HSF-1 luciferase reporter, MG132, 8 h; 100% = twice DMSO control signal | activation, % at 9 µM | 300,000 compounds, 1.7% hits | AID 504408;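 active = mean replicate activation of at least 50% with a set share of replicates each reaching 50%; inconclusive = only one of those two conditions met; inactive = mean below 50% and too few replicates reaching it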;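 note: 0% = median of the neutral control wells and 100% = twice that signal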
HIF act: HIF pathway transcriptional activation; U2OS HRE-luciferase reporter, luminescence; normalized: DMSO 0%, desferrioxamine 100%; activation, % at 7.5 µM (by protocol); 300,000 compounds, 0.32% hits; AID 1910;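 active = mean activation of at least 10% of the iron chelator positive control signal, with at least half of replicates also reaching 10%; inconclusive = mean and replicate majority disagree about reaching 10%; inactive = mean and most replicates under 10%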
HSF1 inhib: HSF1 inhibition. NIH3T3-HGL HSE-luciferase, MG132-induced, luminescence 8 h; active compounds read low. 300,000 compounds, 0.77% hits. activity change, negative = inhibition, % at 7.5 µM (by protocol);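 active = more than half of replicate wells show activity change below -50%, luminescence cut by over half; inconclusive = some wells, but at most half, below -50%; inactive = no replicate well below -50%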;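 note: luciferase reports HSF-1 transcriptional activity via heat shock element; 0% = median of DMSO wells and -100% = zero luminescence signal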
KLF5 inhibitor: inhibitors of KLF5 expression; DLD-1 KLF5 promoter-luciferase reporter, luminescence; inhibition, % at 5 µM; 290,000 compounds, 0.23% hits; AID 1700;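 active = inhibition above a per-plate limit of that plate's mean compound inhibition plus 3 SD, cut at about 60% in these data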;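 note: 0% = DMSO wells and 100% = LY294002 at 200 µM; higher means less KLF5 promoter-driven luciferase light; inactives centre near -14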
HDAC3 inh: human HDAC3 inhibition | 320,000 compounds, 0.15% hits | recombinant HDAC3, fluorogenic peptide/trypsin coupled, fluorescence | AID 2718 | O15379 | inhibition, % at 8.3 µM; in the data active = inhibition above about 26%, passing the limit was not always enough; inconclusive = no clear call, values can overlap the other calls
Target sequence (O15379 whole entry, looked up): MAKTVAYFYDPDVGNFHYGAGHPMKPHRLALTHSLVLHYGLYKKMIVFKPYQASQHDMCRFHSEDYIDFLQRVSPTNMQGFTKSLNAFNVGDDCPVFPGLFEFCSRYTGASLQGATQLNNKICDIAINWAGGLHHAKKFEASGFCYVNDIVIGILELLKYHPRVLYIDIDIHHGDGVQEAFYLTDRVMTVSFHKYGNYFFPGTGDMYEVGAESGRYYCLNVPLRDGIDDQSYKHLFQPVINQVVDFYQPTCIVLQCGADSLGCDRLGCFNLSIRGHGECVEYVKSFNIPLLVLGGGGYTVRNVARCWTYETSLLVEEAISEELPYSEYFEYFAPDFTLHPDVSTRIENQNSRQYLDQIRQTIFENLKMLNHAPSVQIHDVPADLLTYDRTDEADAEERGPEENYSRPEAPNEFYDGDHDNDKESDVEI
IEC-6 cytotox: IEC-6 cytotoxicity, counter-screen for KLF5 inhibitors. luminescence viability. inhibition, % at 5 µM. 290,000 compounds, 0.78% hits; in the data active = inhibition above about 22%;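 note: 0% = plate median of test compound wells and 100% = cytotoxic reference compound wells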
aSyn 5UTR inh: MLPCN primary screen, SNCA 5' untranslated region. alpha-synuclein 5'UTR reporter, inhibitor activity. inhibition, % (tested at 7.5 µM). 300,000 compounds, 0.82% hits. AID 1813; in the data active = inhibition above about 60%; inconclusive = no clear call, values can overlap the other calls;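 note: H4 neuroglioblastoma cells stably carrying SNCA 5'UTR luciferase fusion; 0% = DMSO wells and 100% = positive control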
Numbers without * were called inactive; ? = inconclusive; nt = not tested or not shown. Not a hit list. Share with any hit: about 5%.

SMILES	Platelet DG rel	AI-2 QS modul	HSP90 inh	HSF-1 act	HIF act	HSF1 inhib	KLF5 inhibitor	HDAC3 inh	IEC-6 cytotox	aSyn 5UTR inh
Cc1ccc(C)c(N2CCN(C(=O)CCS(=O)(=O)c3ccc4c(c3)NC(=O)CO4)CC2)c1	8.4	29.5	1.7	-2.9	-0.7	-4.2	-3.6	1.6	5.3	13.9
Cc1cc(=O)oc2c(C(=O)/C=C/c3ccccc3)c(O)ccc12	1.6	9.7	4.5	14.6	-0.5	7.5	-19.7	-13.9	-3.7	17.0
Cc1ccc2c(c1)nnn2C1CCN(S(=O)(=O)c2ccc(C(=O)N3C(C)CCCC3C)cc2)CC1 (stereo not drawn)	2.4	18.5	-0.1	0.1	-0.4	-3.6	-7.7	-0.8	5.9	-36.3
C=CCn1c(=O)c(C(=O)NCCc2ccccc2)c(O)c2ccccc21	-0.3	12.3	-0.3	-8.2	0.1	4.7	-15.0	0.1	-7.3	8.8
COC(=O)c1ccc(C(=O)OCCCc2nc3ccc(N)cc3[nH]2)cc1	-2.1	-9.1	-0.4	3.8	0.1	2.1	-42.6	8.8	0.2	21.5
O=c1[nH][nH]cc1C=Nc1ccc(Cl)cc1Cl	-1.8	25.2	1.6	10.7	-0.4	1.6	-3.1	-3.5	0.2	-52.8
CCC(=O)Nc1cccc(NC(=O)CSc2nc3c(c(=O)n(C)c(=O)n3C)n2C)c1	-15.1	14.3	4.3	1.0	1.1	-3.7	-10.8	-1.0	-3.7	16.9
CC(=O)Nc1ccc(NC(=O)c2ccc(C3SCC(=O)N3CCc3ccccc3)cc2)cc1 (stereo not drawn)	-10.2	8.6	0.5	14.1	-0.4	13.3	-19.7	4.2	1.2	-6.3
CCC(CC)C(=O)Nc1nnc(SCC(=O)N2CCN(c3ccccc3OC)CC2)s1	-0.1	16.6	-0.8	9.8	-0.3	-4.9	20.6	nt	0.8	13.1
O=C(COC(=O)CNC(=O)c1ccccc1)Nc1ccc(S(=O)(=O)N2CCOCC2)cc1	-3.3	39.0	-2.2	-13.3	-0.3	-3.0	-15.6	-0.7	-0.3	4.0
Cc1ccc2nc(SC(C)C(=O)N3CC(C)OC(C)C3)[nH]c2c1 (stereo not drawn)	-0.8	-8.2	-0.5	-17.9	-0.3	-2.3	1.0	1.6	-3.6	17.1
O=C(O)CSc1ncnc2c1oc1ccccc12	11.1	14.3	-3.7	-1.9	0.0	2.8	-20.8	6.1	1.6	7.5
COc1ccc(NC(=O)CSc2nc3[nH]ncc3c(=O)n2-c2ccccc2OC)cc1OC	-2.7	2.5	5.7	9.1	nt	7.1	-14.4	-3.7	7.0	2.8
NC(=O)COC(=O)CCSc1ccc(Cl)cc1	0.1	22.8	0.3	8.2	-0.3	-3.2	-7.8	2.4	-1.0	14.2
O=C(CN1CCc2ccccc2C1)Nc1ccccc1C(F)(F)F	-0.8	nt	-1.7	12.7	-1.2	-1.3	-36.7	11.0	-8.3	5.6
Cc1cc2c(NC(=O)CC(C)(C)CC(=O)O)cccc2nn1	-2.0	4.3	-3.3	0.3	-0.6	4.1	4.4	2.3	-5.5	-5.5
O=C1CCN=C(Nc2ccc(F)cc2)N1Cc1ccccc1	2.7	24.4	9.0	3.8	0.1	2.4	-10.9	2.8	-2.9	-20.2
COCCN(C(=O)CSc1nc(-c2ccccc2)cn1N)c1c(N)n(Cc2ccccc2)c(=O)[nH]c1=O	4.0	9.5	nt	12.8	2.2	3.8	nt	-3.7	nt	7.3
CN1CCN(S(=O)(=O)c2ccc(NC(=O)c3cccs3)cc2)CC1	-5.1	25.6	1.2	-4.3	-0.6	-4.0	11.9	-1.0	-1.5	9.1
Cc1ccc2c(c1)N(C)/C(=C/c1cccc[n+]1CCO)S2	-1.1	6.5	0.1	-8.2	0.7	-7.5	-21.6	-0.2	-7.6	-9.0
COc1ccc(S(=O)(=O)NC(CC(=O)NCc2ccco2)c2ccco2)cc1 (stereo not drawn)	-7.0	31.0	-2.2	4.6	0.1	-0.8	0.5	-7.2	-0.1	4.7
O=C1CCc2ccc(NC(=O)C3CC3)cc2N1	-0.3	24.0	-5.4	-13.2	-0.9	-5.2	-0.2	-1.7	4.9	-4.0
CNC(=O)c1ccsc1NC(=O)c1ccc2c(c1)CCCC2	0.6	4.1	-6.7	39.2	4.0	30.8	18.1	7.9	11.5	-214.0
Cc1csc(NC(=O)Cc2ccc(F)cc2)n1	6.8	12.6	1.1	24.8	3.8	0.8	-102.1	2.0	-5.1	-64.7
CCc1ccc(CN(C)C(=O)c2ccc3c(=O)n4c(nc3c2)CCC4)cc1	1.9	3.6	-1.0	-9.3	0.6	-9.9	-5.8	0.5	-0.7	1.8
Continued:
SMILES	Platelet DG rel	AI-2 QS modul	HSP90 inh	HSF-1 act	HIF act	HSF1 inhib	KLF5 inhibitor	HDAC3 inh	IEC-6 cytotox	aSyn 5UTR inh
CCc1[nH]nc2c1C1(CCN(C(=O)c3ccccc3)CC1)C(C#N)=C(N)O2	7.9	3.0	3.5	-0.1	0.3	1.4	-16.0	?	-4.1	7.9
O=C(OCc1ccc(Cl)c(Cl)c1)c1ccc[nH]1	2.1	0.3	1.1	38.1	3.3	25.9	-74.9	14.6	4.1	-82.5
Cc1cc(Cl)c(S(=O)(=O)NCCC(=O)O)cc1OCC(N)=O	-1.9	4.9	1.1	32.4	-0.4	4.9	-1.3	-1.9	1.9	-2.5
CCOC(=O)C1CCCN(C(=O)CSc2ccc(Br)cc2)C1 (stereo not drawn)	2.3	20.2	-0.8	18.6	0.0	5.0	-28.5	2.2	-6.8	1.0
O=C(NNc1cccc(Cl)n1)c1ccc(Cl)cc1Cl	-0.6	2.6	-4.0	26.0	3.5	11.9	-58.6	-0.1	-3.3	-80.7
COc1ccc(COC(=O)CCc2c[nH]c3ccccc23)cc1F	-3.1	9.2	-1.6	-6.7	-0.4	-5.5	-23.7	-3.9	2.1	6.2
Cc1ccccc1Sc1c(C#N)c(-c2ccccc2)nn1C	-17.5	13.8	2.9	-8.1	-0.7	0.5	-14.4	-1.8	-4.6	21.4
Cc1cc(C(=O)N2CCC(C)CC2)on1	6.7	32.2	-4.9	27.3	-0.7	2.3	-27.8	-0.8	-4.6	-13.0
COc1ccc(CC(=O)N(Cc2ccccc2)c2ccc(C)cc2)cc1S(=O)(=O)N1CCOCC1	-3.3	27.5	nt	-1.4	0.8	14.7	nt	15.9	nt	-19.8
O=C(CSc1nnc(NC(=O)c2ccco2)s1)Nc1ccccc1Br	0.2	11.3	-1.4	19.8	0.0	5.6	-18.2	?	0.7	-12.1
Cc1c(C(=O)N2C[C@@H](C)O[C@@H](C)C2)oc2c(F)cccc12	14.2	nt	-2.7	26.8	3.6	21.7	-102.7	-2.2	2.4	-73.4
Cc1ccc(C)c(C(=O)COc2ccc(C)nc2[N+](=O)[O-])c1	-1.2	14.1	6.9	41.0	0.0	12.0	-56.1	8.5	0.0	10.2
O=C(CN1CCN(c2ncccn2)CC1)NCCC1=CCCCC1	-2.8	37.4	-4.0	-3.0	-0.2	7.7	-8.6	9.0	-5.7	-25.6
Cc1nc2nc[nH]n2c(=O)c1NC(=O)c1cccc(OCC(C)C)c1	-16.1	25.3	2.0	-12.4	-0.1	-2.4	-2.3	-6.9	2.1	-8.9
Cc1coc2cc3oc(=O)c(CC(=O)N(C)CC(=O)O)c(C)c3cc12	-2.9	0.5	-5.9	-13.2	-1.0	0.8	-34.1	-12.5	-3.9	-27.2
Cc1nn(CC(=O)N2CCOCC2)c(C)c1[N+](=O)[O-]	5.6	4.7	-2.1	-13.3	-0.1	2.7	9.3	-2.3	-6.2	5.8
Nc1ccc2nc(SCc3ccccc3F)sc2c1	8.3	-2.1	-0.9	29.2	3.2	20.8	-112.7	15.0	4.9	-203.0
C=CCNc1nc(Cl)nc(NC2CCCCC2)n1	1.7	6.3	-3.1	6.4	0.2	-3.9	-20.6	-4.1	2.4	1.3
CCc1nnc(NC(=O)CCC(=O)N2CCN(Cc3ccc(OC)c(F)c3)CC2)s1	15.9	12.2	-4.6	-5.2	1.0	-11.3	-24.3	-1.2	-1.2	-23.5
CC(C)c1ccc(NC(=O)CSc2nc(=O)n(CCN3CCOCC3)c3c2CCC3)cc1	-21.1	1.1	nt	11.5	-0.1	15.7	nt	1.8	nt	-13.7
NC(=O)c1ccc(/C(N)=N/S(=O)(=O)c2cc(C(F)(F)F)cc(C(F)(F)F)c2)cc1	0.4	27.2	0.6	8.0	0.0	0.6	-12.6	5.7	-0.3	6.8
N#C/C(=C/c1ccccc1[N+](=O)[O-])C(=O)NCc1ccco1	1.9	35.3	4.8	-9.2	0.0	-2.4	-0.9	1.3	-9.0	-15.4
C[C@H](NC(=O)c1ccccc1)C(=O)Nc1nc(-c2ccccn2)cs1	4.3	18.8	0.8	-1.5	-0.5	-4.4	-25.8	11.8	15.5	-10.6
COc1ccc(CNC(=O)C(=O)NCc2cccnc2)cc1	4.3	-0.3	-1.0	-6.3	-0.8	-4.9	-5.8	nt	-3.4	-6.7
CCOc1cc(C(=O)NC2CC(C)(C)NC(C)(C)C2)cc(OCC)c1OCC	11.1	nt	3.5	-3.7	1.2	-2.6	-19.6	-8.1	-2.0	15.7
Remaining list, next part
SMILES	Platelet DG rel	AI-2 QS modul	HSP90 inh	HSF-1 act	HIF act	HSF1 inhib	KLF5 inhibitor	HDAC3 inh	IEC-6 cytotox	aSyn 5UTR inh
CCC(C)NC(=O)CSc1nnc(-c2ccc(Cl)cc2)n1N (stereo not drawn)	-0.1	14.2	2.4	30.9	-0.6	-0.9	2.8	1.6	-4.5	-7.0
COc1cc(N=C2C(=O)N3CCCc4cccc2c43)cc(OC)c1	2.7	14.7	0.6	-2.4	-0.7	-2.7	-4.2	-1.5	8.3	-4.3
Cc1nc2ccccn2c1-c1csc(Nc2cccc(O)c2)n1	-0.2	5.6	5.5	-0.9	1.0	8.0	73.7*	nt	4.7	48.9
CCOC(=O)Cc1csc(NC(=O)CSc2nnnn2-c2ccc(F)cc2)n1	2.4	14.2	5.2	10.5	nt	1.6	-3.7	0.6	3.1	10.0
CCc1ccc(CN2CCN(c3ncccn3)CC2)cc1	3.3	28.5	1.8	13.6	-0.2	-5.8	-38.5	-4.7	-2.2	-32.3
COc1ccc(OCC(=O)Nn2c(-c3cccc(OC)c3)nc3ccccc3c2=O)cc1	-16.5	1.2	-1.1	-7.1	0.4	2.7	-18.1	-1.4	-5.7	6.3
CCn1cc(S(=O)(=O)CC(=O)Nc2cc(C)ccc2C)c2ccccc21	-2.9	16.0	0.4	3.1	-0.3	-2.7	-10.7	4.4	4.8	9.2
O=C(Nc1ccccc1-c1nnc(SCc2ccccc2)o1)c1ccccc1	0.6	16.0	-0.5	-4.3	0.1	-1.6	-22.9	-2.9	-6.7	10.4
CCCCCCN1CC(=O)N2[C@@H](Cc3c([nH]c4ccccc34)C2(C)C)C1=O	3.4	14.0	0.4	-58.4	-1.0	-51.4*	3.1	12.2	2.6	3.9
